Compound activity (PubChem BioAssay)
hcDAF-12 act: H. contortus DAF-12 activation, primary screen | HEK293 hcDAF-12 lit1-tk-luc reporter, luminescence; 0% DMSO, 100% Δ7-dafachronic acid | activation, % at 6.8 µM | 370,000 tested, 1.4% active | AID 652067;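 active means activation above the mean of all tested compounds plus 3 SD, cut at about 5.5% in these data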;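 further: 100% = response to 3 µM Δ7-dafachronic acid high control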
hgDAF-12 ag: activates the H. glycines DAF-12 receptor ligand-binding domain | HEK293 GAL4-hgDAF12 UAS-luciferase reporter, agonist luminescence; normalized to butyrate control | activation, % at 6.8 µM | 370,000 tested, 1.8% active;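 active means activation above a cutoff set at the mean of all screened compounds plus 3 SD, cut at about 10% in these data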;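 further: 0% = DMSO wells and 100% = sodium butyrate wells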
DAX1 inh-1: inhibits human nuclear receptor DAX1; AID 504766; P51843; inhibition, % at 6.75 µM; 340,000 tested, 0.99% active; HEK293 Gal4-DAX1 luciferase reporter, luminescence;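 active means inhibition above the mean over all tested compounds plus 3 SD, cut at about 4.2% in these data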;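 further: 0% = DAX1-transfected cells with DMSO and 100% = empty-vector control cells with DMSO; inhibition shows as a rise in luminescence from relieved DAX1 repression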
Target sequence (P51843 207-470 limits assumed): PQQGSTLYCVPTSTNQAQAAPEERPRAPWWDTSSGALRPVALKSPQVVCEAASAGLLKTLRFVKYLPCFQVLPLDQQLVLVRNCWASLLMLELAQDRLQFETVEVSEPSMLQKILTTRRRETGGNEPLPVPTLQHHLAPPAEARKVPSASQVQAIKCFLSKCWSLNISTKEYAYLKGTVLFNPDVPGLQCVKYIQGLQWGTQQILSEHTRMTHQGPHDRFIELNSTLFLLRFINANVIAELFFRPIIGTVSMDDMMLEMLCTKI
NPR2 activator: GC-B (human) receptor activation | P20594 | HEK293-GC-B cells, CNP EC30, cGMP TR-FRET; 0% at EC30 CNP, 100% saturating CNP | activation, % at 10 µM | 370,000 tested, 0.11% active | AID 1920062;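 active means activation at 10 µM reaching about 35% in either raw or pattern-adjusted values, limit read from the data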
SMARCA2 act: SMARCA2 function activation, primary screen. activation, % at 9.1 µM. 370,000 tested, 1% active. MG213 cells, MMTV-luciferase reporter, dexamethasone, overnight. AID 652017; in the data active means activation above about 7.8%;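 further: 0% = vehicle wells and 100% = reference activator wells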
NPR1 activator: GC-A (human) enzyme activation; P16066; HEK293 GC-A cells, cGMP TR-FRET, EC30 ANP; 0% at EC30 ANP, 100% saturating ANP; activation, % at 10 µM; 370,000 tested, 0.14% active; in the data active means activation above about 40%
DAX1 inh-2: blocks DAX1 repression of SF-1 activated StAR promoter. AID 652010. HEK293T StAR-luciferase reporter, SF-1/DAX-1 repression relief. inhibition, % at 6.8 µM. 370,000 tested, 1.1% active;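 active means inhibition above the mean over all tested compounds plus 3 SD, cut at about 3.6% in these data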;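 further: 0% = DAX-1 cells with DMSO and 100% = cells lacking DAX-1 with DMSO; higher inhibition means more luminescence from relief of DAX-1 repression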
GAA850 FXN act: activators of GAA850 frataxin (FXN) promoter; HEK293 lucGAA850 FXN promoter luciferase reporter, 24 h; percent of 10 µM SAHA response; activation, % at 6 µM; 360,000 tested, 0.56% active;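 active means activation above the average of all compounds screened plus 3 SD, cutoff fixed separately per campaign, cut at about 7.5% in these data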;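 further: 0% = DMSO wells and 100% = 10 µM SAHA wells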
ssDAF12 agonist: S. stercoralis DAF-12 activation, primary screen | HEK293 ssDAF-12/GRIP1 lit1-tk-luc reporter, luminescence; % of 3 µM dafachronic acid response | activation, % at 6.8 µM | 370,000 tested, 1% active;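 active means activation above the mean over all tested compounds plus 3 SD, cut at about 0.9% in these data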;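 further: 0% = DMSO-only wells and 100% = 3 µM delta7-dafachronic acid wells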
proKLK7 act: activators of human kallikrein-7 zymogen | P49862 | purified proKLK7, EDANS-DABCYL substrate fluorescence; 100% is mature enzyme control, 0% vehicle | activation, % at 7 µM | 370,000 tested, 0.9% active | AID 652039;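 active means activation above the mean of all tested compounds plus 3 SD, computed per campaign excluding outliers beyond control limits, cut at about 13% in these data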
Target sequence (P49862 whole entry, looked up): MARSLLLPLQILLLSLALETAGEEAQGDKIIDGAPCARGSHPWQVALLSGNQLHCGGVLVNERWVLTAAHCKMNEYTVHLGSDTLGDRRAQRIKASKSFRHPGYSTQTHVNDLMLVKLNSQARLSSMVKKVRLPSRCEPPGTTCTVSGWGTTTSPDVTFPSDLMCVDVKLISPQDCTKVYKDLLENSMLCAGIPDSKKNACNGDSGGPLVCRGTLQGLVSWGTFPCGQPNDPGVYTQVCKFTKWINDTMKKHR
HGIII-sPLA2 inh: Inhibits HGIII-sPLA2 liposome hydrolysis, primary screen | QFRET BODIPY PC-A2 liposome hydrolysis, fluorescence | 370,000 tested, 0.56% active | inhibition, % at 12.2 µM | Q9NZ20;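 active means inhibition above mean plus 3 SD of compounds lying within the high and low control bounds, cut at about 19% in these data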;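 further: 0% = median of test compound wells and 100% = no enzyme DMSO wells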
Target sequence (Q9NZ20 whole entry, looked up): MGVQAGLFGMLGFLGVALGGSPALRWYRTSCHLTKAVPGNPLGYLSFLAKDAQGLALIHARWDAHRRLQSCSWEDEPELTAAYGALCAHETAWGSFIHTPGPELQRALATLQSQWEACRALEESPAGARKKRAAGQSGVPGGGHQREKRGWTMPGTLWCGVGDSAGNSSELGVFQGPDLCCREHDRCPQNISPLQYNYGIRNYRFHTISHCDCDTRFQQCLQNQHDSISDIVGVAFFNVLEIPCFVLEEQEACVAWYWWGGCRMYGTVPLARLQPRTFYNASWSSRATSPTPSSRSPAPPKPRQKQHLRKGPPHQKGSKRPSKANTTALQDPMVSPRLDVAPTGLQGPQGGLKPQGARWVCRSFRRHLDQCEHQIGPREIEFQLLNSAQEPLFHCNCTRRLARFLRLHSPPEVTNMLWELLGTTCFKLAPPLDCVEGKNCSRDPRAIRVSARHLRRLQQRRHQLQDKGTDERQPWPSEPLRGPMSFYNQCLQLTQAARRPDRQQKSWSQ
Numbers without * were called inactive; . = no result given; & = joins results of further samples. An excerpt (hit frequency here may not be typical).

No.	Compound	hcDAF-12 act	hgDAF-12 ag	DAX1 inh-1	NPR2 activator	SMARCA2 act	NPR1 activator
1	Cc1ccc2occ(CN3CC4CC(C3)c3cccc(=O)n3C4)c(=O)c2c1 (configuration not stated)	-1.6	-1.4	0.6	-1.7	-2.9	-2.3
2	C/C(=N\N1CCCCCC1)c1c(O)n(-c2ccc(C)cc2)c(=O)[nH]c1=O	0.1	-2.0	-1.3	5.4	-1.0	5.4
3	c1cc2c(cc1CCNC1C3CC4CC(C3)CC1C4)OCO2 (configuration not stated)	-0.7	-0.6	0.3	-3.8	-0.2	-1.9
4	COc1nc(NC(C)C)nc(NC(C)C)n1	0.4	-1.8	2.2	-8.2	-0.7	3.1
5	CC1CN1P1(=O)OCC(C)([N+](=O)[O-])CO1 (configuration not stated)	-0.1	2.5	0.1	-3.1	-0.6	-2.0
6	C[C@]12CCC3C(CC[C@H]4C[C@@H](O)CC[C@]34C)C1C[C@@H](Br)[C@@H]2O (some centres not stated)	2.2	-0.8	.	1.9	-1.4	0.4
7	CCCC(=O)Nc1ccc(N2CCN(CC)CC2)c(Cl)c1	-0.7	-0.4	0.6	-5.6	-2.4	1.1
8	COc1ccccc1N(CC(=O)NC1CCCCC1)C(=O)c1cnn(C(C)C)c1	3.0	0.3	0.2	-1.8	-2.9	4.9
9	CC1(C)C2SCC(=O)N2CCN1CC(=O)NN (configuration not stated)	0.0	1.5	1.9	3.7	-5.6	-7.1
10	COC(=O)C1=C(c2cccc(C#N)c2)C[C@@H]2CC[C@H]1N2C(=O)N1CCCC1	-0.2	0.7	0.9	3.5	1.0	1.6
11	Cc1c(NC(=O)C(C)OC(=O)Cc2ccccc2)c(=O)n(-c2ccccc2)n1C (configuration not stated)	-1.5	-0.3	-0.8	2.4	5.0	0.9
12	O=C(C1CCN(c2nc3ccc(Br)cc3s2)CC1)N1CCC2(CC1)OCCO2	-2.1	5.2	-2.7	9.5	1.6	14.9
13	CC1=NN=C(c2ccc(N)cc2)c2cc3c(cc2C1)OCO3	-2.4	1.7	0.2	4.2	-5.2	6.0
14	CCOC(=O)C1(CCc2ccccc2)CCN(Cc2ccco2)CC1	-0.8	-3.7	0.6	2.3	-1.0	-1.3
15	C=CC[N+]1(C)C2CCC1CC(O)C2 (configuration not stated)	-0.5	-2.9	2.2	0.9	0.6	-1.6

No.	DAX1 inh-2	GAA850 FXN act	ssDAF12 agonist	proKLK7 act	HGIII-sPLA2 inh
1	0.4	0.6	-1.7	0.2	16.6
2	-0.6	3.3	-1.3	0.1	2.5
3	1.0	-0.7	-0.2	0.1	-2.3
4	0.1	-0.1	-1.1	-0.4	-0.8
5	0.2	0.5	-1.1	0.1	12.8
6	-1.1	.	-1.0	-0.4	15.1
7	-0.6	1.3	-0.6	-1.4	3.2
8	-0.4	2.1	1.3*	-1.1	-4.6
9	-0.2	1.7	-0.8	-1.3	11.9
10	0.3	0.8	-0.8	0.1	2.0
11	0.2	-1.3	-2.0	-0.3	0.2
12	-1.4	-1.4	-1.2	0.7	-0.9
13	-0.7	-1.1	-1.4	-1.1	18.1
14	-0.5	-0.3	-1.7	-0.4	0.8
15	-1.2	3.0	-1.3	-0.5	-3.5

Following part
No.	Compound	hcDAF-12 act	hgDAF-12 ag	DAX1 inh-1	NPR2 activator	SMARCA2 act	NPR1 activator
16	CC(C)c1ccc(N2C(=O)NC(=O)/C(=C/C=C/c3ccco3)C2=O)cc1	-0.6	1.0	1.5	-7.2	5.2	0.3
17	O=P(Nc1cccnc1)(Oc1ccccc1)Oc1ccccc1	-5.0	-1.4	-1.3	-4.7	-0.4	-10.6
18	Cc1ccc(C)c(NC(=O)CSc2nnc([C@@H](N)Cc3c[nH]c4ccccc34)o2)c1	-0.3	1.4	0.0	1.9	-0.6	-3.2
19	CSc1ccc(CN2CCN(c3ccccc3C)CC2)cc1	-1.2	-0.4	-0.4	-2.4	-0.9	2.4
20	CCCNS(=O)(=O)c1ccc(OCC(=O)N2CCN(C)CC2)cc1	-0.8	0.8	-0.9	5.1	-2.9	-5.6
21	CC(Cl)(Cl)/C(=N/P(=S)(N1CCOCC1)N1CCOCC1)N1CCOCC1	1.3	-0.3	0.6	-3.7	1.4	-3.1
22	CCCCn1nnnc1C(CCSC)N1CCC(n2c(=O)[nH]c3ccccc32)CC1 (configuration not stated)	-0.8	3.0	.	-3.3	-3.4	-8.3
23	COc1ccc(C(c2nnnn2-c2ccc3c(c2)OCCO3)N2CCC(n3c(=O)[nH]c4ccccc43)CC2)cc1 (configuration not stated)	-2.1	-5.0	.	9.3	-2.5	1.6
24	CN(C)C(Cc1ccc(C#N)cc1)C(=O)c1ccccc1 (configuration not stated)	0.4	4.0	-0.5	-0.7	-0.3	0.5
25	CCOc1ccccc1-n1c(O)c(C=NCc2ccc3c(c2)OCO3)c(=O)[nH]c1=O	-1.1	-1.8	0.8	3.8	-5.4	0.9
26	c1ccc(CN2Cc3ccccc3-n3nncc3C2)cc1	0.8	0.0	0.6	-4.7	-2.1	1.3
27	CCCCn1nnnc1C(C1CC1)N1CCC(n2c(=O)[nH]c3ccccc32)CC1 (configuration not stated)	1.1	-3.0	.	3.6	-4.0	-0.8
28	Cc1ccc(NC(=O)CCNC(=O)N2C[C@H]3C[C@@H](C2)c2cccc(=O)n2C3)c(C)c1	2.9	-2.8	2.3	11.0	0.4	-2.0
29	COC(=O)C1=C(c2ccc(F)cc2F)C[C@@H]2CC[C@H]1N2C(=O)N1CCOCC1	-0.1	2.1	-0.8	6.6	0.1	1.7
30	Cc1cccc(NP(C)(=O)c2nc3c(s2)CCCC3)c1 (configuration not stated)	-1.6	2.3	0.2	-3.4	3.2	-3.7

No.	DAX1 inh-2	GAA850 FXN act	ssDAF12 agonist	proKLK7 act	HGIII-sPLA2 inh
16	-0.1	8.7*	-1.2	0.0	1.0
17	-0.8	1.8	-1.1	-0.1	-2.1
18	-0.2	0.7	-0.8	0.0	-11.9
19	-0.5	1.1	-0.8	0.0	-3.3
20	0.2	-0.2	-1.5	0.5	-0.1
21	-0.2	1.2	-1.0	1.2	1.6
22	-0.1	.	-0.6	-0.2	8.8
23	-2.3	.	-2.0	1.5	-15.2
24	-0.5	-0.9	-1.7	0.8	-1.2
25	-0.2	-1.7	-1.1	-0.4	11.9
26	-0.6	1.3	-1.0	-0.7	10.0
27	-1.6	.	-1.7	0.0	-6.0
28	0.4	-1.6	-1.2	-0.8	-3.8
29	0.5	0.1	-1.4	-0.5	5.6
30	-0.3	0.5	-1.7	-0.3	5.5

An excerpt of these results, field by field:
30) Cc1cccc(NP(C)(=O)c2nc3c(s2)CCCC3)c1 (configuration not stated)
  hcDAF-12 act: -1.6; hgDAF-12 ag: 2.3; DAX1 inh-1: 0.2; NPR2 activator: -3.4; SMARCA2 act: 3.2; NPR1 activator: -3.7; DAX1 inh-2: -0.3; GAA850 FXN act: 0.5; ssDAF12 agonist: -1.7; proKLK7 act: -0.3; HGIII-sPLA2 inh: 5.5
19) CSc1ccc(CN2CCN(c3ccccc3C)CC2)cc1
  hcDAF-12 act: -1.2; hgDAF-12 ag: -0.4; DAX1 inh-1: -0.4; NPR2 activator: -2.4; SMARCA2 act: -0.9; NPR1 activator: 2.4; DAX1 inh-2: -0.5; GAA850 FXN act: 1.1; ssDAF12 agonist: -0.8; proKLK7 act: 0.0; HGIII-sPLA2 inh: -3.3
20) CCCNS(=O)(=O)c1ccc(OCC(=O)N2CCN(C)CC2)cc1
  hcDAF-12 act: -0.8; hgDAF-12 ag: 0.8; DAX1 inh-1: -0.9; NPR2 activator: 5.1; SMARCA2 act: -2.9; NPR1 activator: -5.6; DAX1 inh-2: 0.2; GAA850 FXN act: -0.2; ssDAF12 agonist: -1.5; proKLK7 act: 0.5; HGIII-sPLA2 inh: -0.1

Other structures follow.
No.	Compound	hcDAF-12 act	hgDAF-12 ag	DAX1 inh-1	NPR2 activator	SMARCA2 act	NPR1 activator
31	CC(=O)OC1N=C(c2ccccc2)c2ccccc2NC1=O (configuration not stated)	-1.7	-1.1	-1.1	-1.8	2.8	-8.3
32	C[C@]12C=CC(=O)C=C1CC[C@@H]1[C@@H]2CC[C@]2(C)C(=O)CC[C@@H]12	0.3	-0.8	0.9	0.8	-0.4	0.2
33	COc1ccc(C(O)C(C)NC(C)C(O)c2ccc(OC)cc2)cc1 (configuration not stated)	-0.5	-0.6	.	6.4	0.8	5.0
34	CC1([N+](=O)[O-])COP(=O)(Nc2cccc(F)c2)OC1 (configuration not stated)	-0.6	-0.1	0.0	0.9	-3.7	1.2
35	CCCCn1c(C)c(C(=O)OCC)c2c(CN3CCCC3)c(O)ccc21	-0.6	2.3	-0.8	2.3	2.1	-24.0
36	CC1(C)CN=C(Nc2ccc(F)c(Cl)c2)S1	0.1	0.0	3.7	-3.3	-1.8	5.4
37	NCCc1ccc(OCc2ccccc2)c(OCc2ccccc2)c1	-1.7	-0.7	-0.4	-15.3	-1.7	-17.0
38	COC(=O)C1=C(c2ccccc2)C[C@@H]2CC[C@H]1N2C(=O)NC(C)C	-2.5	0.2	1.8	-1.2	0.3	2.3
39	CCC1(CC(C)c2ccccc2)C(=O)NC(=O)NC1=O (configuration not stated)	1.5	0.8	0.5	-3.7	-2.6	3.7
40	Oc1ccc(C2NCc3ccccc3-n3cccc32)cc1Cl (configuration not stated)	0.5&-0.5	0.9&-1.1	-0.8&-0.7	-8.7&2.8	-1.4&-0.4	-1.6&2.0

No.	DAX1 inh-2	GAA850 FXN act	ssDAF12 agonist	proKLK7 act	HGIII-sPLA2 inh
31	0.2	-1.3	-0.9	0.2	0.6
32	0.5	3.6	-1.7	0.5	-1.7
33	0.0	2.6	-0.8	0.5	-1.2
34	-1.4	1.1	-1.3	-0.2	11.3
35	0.3	4.9	-1.1	-0.1	-25.5
36	-0.2	3.4	-0.8	-0.5	-11.5
37	-4.0	-2.0	-0.8	0.6	8.9
38	0.2	1.5	-1.3	-0.4	5.2
39	0.0	1.2	-1.0	-0.3	4.4
40	-0.8&-0.4	-2.6&-0.6	-0.2&-1.1	0.5&-0.1	-13.5&-1.0
